Gal4-VP16 FLuc – Gal4-VP16 reporter inhibition counter-screen | AID 2546 | hit rate 3.5% among 310,000 | Drosophila S2 Gal4-VP16 UAS-luciferase, luminescence, 20 h | Potency, µM (series often up to 53.6 µM), for the others: at the highest dose activity, negative = inhibition, most hits filed as inhibitors;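 further: Gal4-VP16 expression switched on by copper sulfate through the metallothionein promoter; nearly all actives have a fitted effect of over 50% in size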
RORg inh – blocks mouse ROR gamma transcriptional activity | Drosophila S2 Gal4-RORgamma UAS-luciferase reporter, 20 h | Potency, µM (highest dose often 53.6 µM), without a hit: at the highest dose activity change, negative = inhibition, usual class: inhibitors | hit rate 5.4% among 310,000; further: nearly all actives have a fitted effect of over 60% in size
Target sequence (P51450 whole entry, looked up, the tested form may be a part): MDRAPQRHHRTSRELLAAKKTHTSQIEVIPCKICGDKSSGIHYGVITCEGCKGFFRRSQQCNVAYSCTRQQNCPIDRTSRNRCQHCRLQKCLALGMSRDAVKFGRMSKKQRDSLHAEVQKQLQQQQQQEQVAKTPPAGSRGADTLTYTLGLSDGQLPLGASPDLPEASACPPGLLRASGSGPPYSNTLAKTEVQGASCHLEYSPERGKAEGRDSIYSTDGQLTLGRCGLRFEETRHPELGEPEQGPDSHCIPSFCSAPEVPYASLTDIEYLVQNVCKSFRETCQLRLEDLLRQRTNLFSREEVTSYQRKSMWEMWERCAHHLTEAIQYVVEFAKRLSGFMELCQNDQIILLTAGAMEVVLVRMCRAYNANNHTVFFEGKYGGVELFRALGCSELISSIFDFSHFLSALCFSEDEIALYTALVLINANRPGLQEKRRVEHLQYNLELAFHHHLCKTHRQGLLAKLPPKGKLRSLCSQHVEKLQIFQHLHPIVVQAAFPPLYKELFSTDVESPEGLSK
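In this cell-based reporter format, copper sulfate (700 uM final) drives Gal4–ROR gamma fusion expression from a metallothionein promoter in Drosophila Schneider cells; compounds preincubated 1 hr, reporter read after 20 hr at ambient temperature.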
* marks the source's active call; other numbers are inactive results; ? = inconclusive; [ ] = dose if it differs, or a comment. The call rests on the fitted dose curve; in most records, active means well fitted curve in the direction sought with a large enough effect; inconclusive means small, poorly fitted or top-dose-only effect, or another doubt; inactive means no such curve, though single readings can be large; an effect the other way counts as inactive or inconclusive. On the % scale 0 is the no-effect control and ±100 the full control effect; potency means the concentration at half of the fitted maximal effect.

SMILES | Gal4-VP16 FLuc | RORg inh
O=C1C2=CC[C@H]3C(=O)N(C4CCCCC4)C(=O)[C@@H]3[C@@H]2[C@H](O)[C@@H]2O[C@H]12 | ? | 2µM*
CC(=O)c1ccc(C2CC34CN(Cc5cccc(Cl)c5)S(=O)(=O)C3CC2O4)cc1 (stereo unspecified) | 13% | 2%
Cc1nc2cnc(N3CCN(C)CC3)nc2n(CCc2ccccc2)c1=O | 4% | -16%
CC(C)NC(=O)N1CC2(CCN(C(=O)c3cccn3C)CC2)C1 | -6% | -12%
Cn1cc(-c2nc3cnc(N4CCNCC4)nc3n(C3CC3)c2=O)c2ccccc21 | ? | ?
OC[C@@H]1OC(O)[C@H](O)[C@H](O)[C@H]1O (stereo partly specified) | -14% | 14%
CC[C@H](C)[C@H](NC(=O)[C@H](CCC(=O)O)NC(=O)[C@H](C)NC(=O)[C@@H](NC(=O)[C@H](Cc1cnc[nH]1)NC(=O)[C@@H](NC(=O)[C@H](CCC(=O)O)NC(=O)[C@H](C)NC(=O)[C@@H](NC(=O)[C@H](CC(C)C)NC(=O)[C@H](Cc1cnc[nH]1)NC(=O)[C@H](Cc1cnc[nH]1)NC(=O)[C@H](CC(C)C)NC(=O)[C@H](Cc1c[nH]c2ccccc12)NC(=O)[C@H](Cc1ccccc1)NC(=O)[C@H](CCCNC(=N)N)NC(=O)[C@H](CCCNC(=N)N)NC(=O)[C@H](CCCNC(=N)N)NC(=O)[C@H](CC(C)C)NC(=O)[C@H](CC(=O)O)NC(=O)[C@H](CCC(N)=O)NC(=O)[C@@H](NC(=O)[C@H](CO)NC(=O)[C@H](CCCCN)NC(=O)CNC(=O)[C@H](CCCCN)NC(=O)[C@H](CC(=O)O)NC(=O)[C@H](Cc1cnc[nH]1)NC(=O)[C@H](CC(C)C)NC(=O)[C@H](CC(C)C)NC(=O)[C@H](CCC(N)=O)NC(=O)[C@@H](NC(=O)[C@H](CCC(=O)O)NC(=O)[C@H](CO)NC(=O)[C@@H](NC(=O)[C@H](C)N)C(C)C)[C@@H](C)CC)[C@@H](C)CC)[C@@H](C)CC)[C@@H](C)CC)[C@@H](C)O)C(=O)O | -5% | 8%
CCC(=O)N[C@@H]1CCc2cccc(OC)c2C1 | 1% | 14%
COC(=O)[C@H](COC(C)(C)C)NC(=O)O[C@@H]1C(=O)c2cc(OC)ccc2O[C@H]1c1ccc(OC)c(Br)c1 | 0% | 36%
N[C@@]1(C(=O)O)CN[C@H](C(=O)O)C1 | -10% | 10%
O=C(O)[C@H]1CN[C@H](C(=O)O)C1 | 5% | -6%
O=C(Oc1ccccc1)N1CCC2(CCCN(c3ccccn3)C2)CC1 | -4% | -28%
COCCn1c(=O)c(C)nc2cncnc21 | -6% | -2%
COC(=O)[C@@]1(Cc2ccccc2)[C@H]2c3cc(C(=O)N(C)C)n(CCF)c3C[C@H]2CN1C(=O)c1ccccc1 | -3% | -1%
CC1C(=O)N(S(=O)(=O)c2ccc([N+](=O)[O-])cc2)[C@H]1c1ccc2ccccc2c1 (stereo partly specified) | -9% | 1%
Cn1cc(-c2nc3cnc(N4CCNCC4)nc3n(-c3ccccc3)c2=O)c2ccccc21 | -11% | -20%
CCCn1c(C)nc2c(NCCCCN3CCCC3)nc(C)nc21 | 7% | -10%
O=C1OC2(c3cc(I)c(O)c(I)c3Oc3c2cc(I)c(O)c3I)c2c(Cl)c(Cl)c(Cl)c(Cl)c21 | ? | ?
CC(=O)N1CCC2(CC1)CCN(c1ccc(-c3ccccc3)cc1)CC2 | ? | -12%
C=C[C@H]1CCC=C2C(=O)CCC[C@@H]21 | -6% | -40%
CO[C@H]1COC(=O)C/C=C\[C@H](C)[C@@H](OC)COC(=O)[C@@H](C)COC(=O)C/C=C\[C@@H]1C | -1%[10 µM] | 21%[10 µM]
O=C(Nc1cccc(F)c1)N1CCC2(CC1)CCN(C(=O)c1csnn1)CC2 | 23% | 11%
CCc1c2c(nc3c(C(C)C)cccc13)-c1cccc(=O)n1C2 | 1% | -4%
CO | -8% | 5%
COc1ccc(-c2nc3cnc(N(C)C)nc3n(CCC#N)c2=O)cc1 | 6% | -4%
Carrying on.
SMILES | Gal4-VP16 FLuc | RORg inh
CC(C)(CCCCCCCCCCC(C)(C)CC(=O)O)CC(=O)O | -10% | -17%
Cn1cccc1C(=O)N1CCC2(CC1)CCN(C(c1ccccc1)c1ccccc1)CC2 | 0% | -13%
CCCCC(=O)N(C)C | 3% | -3%
CC[C@H](C)[C@H](NC(=O)[C@H](CCCNC(=N)N)NC(=O)[C@H](CCCNC(=N)N)NC(=O)[C@H](CC(C)C)NC(=O)[C@H](Cc1ccccc1)NC(=O)CNC(=O)CNC(=O)[C@@H](N)Cc1ccc(O)cc1)C(=O)N[C@@H](CCCNC(=N)N)C(=O)N1CCC[C@H]1C(=O)N[C@@H](CCCCN)C(=O)N[C@@H](CC(C)C)C(=O)N[C@@H](CCCCN)C(=O)N[C@@H](Cc1c[nH]c2ccccc12)C(=O)N[C@@H](CC(=O)O)C(=O)N[C@@H](CC(N)=O)C(=O)N[C@@H](CCC(N)=O)C(=O)O | -9% | 0%
CNc1cc(-c2ccccc2CN(C)C)ncn1 | 9% | -3%
COc1cccc(-c2nc(NCc3cccnc3)c3ccccc3n2)c1 | -9% | -23%
CNC[C@H](O)c1ccc(OC(=O)C(C)(C)C)c(OC(=O)C(C)(C)C)c1 | -26%[17 µM] | -6%[2.98 µM]
COc1ccccc1CN1CC2(CCN(C(=O)c3cc(C(F)(F)F)cc(C(F)(F)F)c3)CC2)C1 | 6% | -37%
COc1ccccc1-c1ccc2ncnc(Nc3ccccc3)c2c1 | 4% | 35%
N#CCCn1c(=O)c(-c2ccccc2)nc2cnc(Nc3ccccc3)nc21 | -1% | 1%
CN(C)C(=O)c1ccc(-c2nccc(NCc3cccs3)n2)cc1 | ? | 6%
COc1ccc(-n2c(=O)cnc3cnc(N4CCN(C)CC4)nc32)cc1 | -3% | -13%
CCCCCCCCCCCCCCCCOC[C@H](COP(=O)([O-])OCC[N+](C)(C)C)OC(=O)CCCCCCCC(=O)O | ? | -27%
N#C/C(=C\c1ccc(O)c(O)c1)C(=O)NCCCCc1ccccc1 | 32µM* | ?
CC(=O)OCC1OC(c2ccc3c(c2)OCO3)C=CC1OC(C)=O (stereo unspecified) | -2%[10 µM] | -7%[10 µM]
CC[C@H](C)[C@H]1O[C@]2(CC[C@@H]1C)C[C@@H]1C[C@@H](C/C=C(\C)[C@H](O[C@@H]3C[C@H](OC)[C@H](O[C@@H]4C[C@H](OC)[C@@H](O)[C@H](C)O4)[C@H](C)O3)[C@@H](C)/C=C/C=C3\CO[C@@H]4[C@H](O)C(C)=C[C@@H](C(=O)O1)[C@]34O)O2 | ? | 6%[10 µM]
C[C@H]1C2=C3C(C[C@H]4C(=O)N(c5ccccc5)C(=O)[C@H]4[C@H]3[C@@]3(Cc4ccccc4)C(=NCCc4c[nH]c5ccccc45)OC(=O)N3C2=O)[C@H]2C(=O)N(c3ccccc3)C(=O)[C@H]21 (stereo partly specified) | 5% | 3%
COc1ccc(C2CC(=O)c3c(O)cc(O[C@H]4OC(COC5OC(C)C(O)C(O)[C@@H]5O)C(O)C(O)C4O)cc3O2)cc1O (stereo partly specified) | 2% | -12%
O=C(c1ccncc1)N1CCC2(CC1)CCN(c1ncccn1)CC2 | -6% | 11%
COC(=O)NC/C=C\c1nc(CCCO)co1 | -10%[10 µM] | 7%[10 µM]
COc1cc(OC)c2c(=O)c(-c3ccc4c(c3)OCO4)coc2c1 | -3% | ?
CCCCCCCCCCCCCCCC(=O)NC(C)C(=O)O (stereo unspecified) | 0% | -1%
CC(=O)O[C@H](C(=O)O[C@@H]1C[C@@H](CCC[C@H]2O[C@H](C(=O)OC(C)C)CC[C@@H]2C)O[C@@H](CC#N)C1)c1ccccc1 | 3% | 3%
COc1ccc(-n2c(=O)c(-c3cccs3)nc3cnc(OC)nc32)cc1 | 2% | -16%
CC(C)(C)NC[C@H](O)COc1cccc2c1CCC(=O)N2 | 2%[17 µM] | 6%[2.98 µM]
(list continues)
SMILES | Gal4-VP16 FLuc | RORg inh
CN1CC[C@@]2(CCCN(C(=O)c3cc(C(F)(F)F)cc(C(F)(F)F)c3)C2)C1 | 7% | -5%
CC(C)CC1(C(=O)O)C=CCN1C(=O)c1ccccc1 (stereo unspecified) | 1% | 13%
COC(=O)[C@@H]1CC[C@H](C)[C@@H](c2ccc(C)cc2)N1C(=O)c1ccc(/C=N\OC[C@@H](C)[C@H](OCc2ccccc2)C(C)C)cc1 | -2%[10 µM] | -15%[10 µM]
COC(=O)[C@@]1(Cc2ccc(F)cc2)[C@H]2c3cc(C(=O)N(C)C)n(Cc4cc(F)c(F)c(F)c4)c3C[C@H]2CN1C(=O)c1ccccc1 | -5% | -2%
C=CC(C1=CC(=O)C(OC)=C(OC)C1=O)c1ccccc1 (stereo unspecified) | 7.1µM* | 14µM*
C1CCCC1 | -2% | 9%
CO/N=C(/C(=O)N[C@@H]1C(=O)N2C(C(=O)O)=C(CSc3nnnn3C)CS[C@H]12)c1csc(N)n1 | 7% | 14%
COc1ncc2nc(CCc3ccccc3)c(=O)n(C)c2n1 | -4% | 31%
CCOC(=O)CC(C(=O)OCC)C1CCCCC1=O (stereo unspecified) | -6% | -11%
CC[C@@]12C=C(/C=C/c3ccccc3)[C@](CC)(C1)[C@H](c1ccccc1)CC2=O | 0% | 2%
O=S(=O)(NCCCCCCc1ccccc1)c1cccc2c(Cl)cccc12 | 5% | 16%
O=C(c1cc(C(F)(F)F)cc(C(F)(F)F)c1)N1CCC2(CC1)CN(Cc1ccncc1)C2 | -7% | -1%
CN(C)C(=O)c1ccc(-c2nc(NCc3cccnc3)c3ccccc3n2)cc1 | 1% | 23%
COc1ccc(Oc2ncc3nc(-c4ccccc4)c(=O)n(C4CC4)c3n2)cc1 | 5% | -8%
COCC(=O)N1CCC2(CC1)CCN(c1ccccn1)CC2 | -4% | -4%
CCCC[C@H]1CCCO[C@@](C(=O)NCc2ccc(C)o2)(C(F)(F)F)C1 | 5% | -18%
COc1cc(NS(=O)(=O)c2cccc([N+](=O)[O-])c2)c2ncccc2c1 | 2µM* | 1.1µM*
CCCNC(=O)OC[C@H]1O[C@@H](CCO/N=C2/[C@H]3O[C@@H]3[C@@H](O)[C@H]3[C@H]2CCn2c(=O)n(-c4ccccc4)c(=O)n23)C=C[C@@H]1Oc1ccc(OC)cc1 | 1%[10 µM] | 1%[10 µM]
C/C(=C\C(=O)OCCCCCCCCC(=O)O)C[C@@H]1OCC(C[C@H]2O[C@H]2[C@@H](C)[C@H](C)O)[C@@H](O)[C@H]1O (stereo partly specified) | -3% | 30%
COc1ccc(CNc2ncncc2-c2ccccc2C)c(OC)c1 | -1% | -5%
FC(F)(F)c1ccccc1-c1nc(NCc2cccnc2)c2ccccc2n1 | -5% | -29%
OCC1OC(c2ccccc2)C=CC1Oc1cc(Cl)cc(Cl)c1 (stereo unspecified) | 0%[10 µM] | 13%[10 µM]
O=c1c(-c2ccc(F)cc2)nc2cnc(Oc3ccccc3)nc2n1C1CC1 | -2% | -2%
O=C(O)CCC/C=C\C/C=C\C=C\[C@@H](O)C/C=C\CCCCCO | 3% | -1%
Nc1ccc(N=Nc2ccccc2)c(N)c1 | 3% | -2%
CCCCCCCCCCCCCCC(C(=O)OC)C(O)(CC(=O)OC)C(=O)OC (stereo unspecified) | -5% | -29%
CC(C)C[C@H](NC(=O)[C@H](CC(C)C)NC(=O)[C@H](Cc1ccccc1)NC(=O)[C@@H](N)CO)C(=O)N[C@@H](CCCNC(=N)N)C(=O)N[C@@H](CC(N)=O)C(=O)N1CCC[C@H]1C(=O)N[C@@H](CC(N)=O)C(=O)N[C@@H](CC(=O)O)C(=O)N[C@@H](CCCCN)C(=O)N[C@@H](Cc1ccc(O)cc1)C(=O)N[C@@H](CCC(=O)O)C(=O)N1CCC[C@H]1C(=O)N[C@@H](Cc1ccccc1)C(=O)O | -4% | 13%
COC(=O)C/C=C1\c2ccc3c(c2[C@@H](OC)[C@@H]1C)OCO3 | 0% | -8%

Assay outcomes: PubChem, National Center for Advancing Translational Sciences (NCATS)

The list is partial; count on the stated rates, not on these rows.
